Screening data as filed in PubChem BioAssay.
CCHF vOTU inh: blocks the CCHF virus ovarian tumor domain protease | CCHFV vOTU protease, Pep-AMC fluorescence | inhibition, % at 11.5 µM | 370,000 compounds, 0.55% hits; in the data active = inhibition above about 30%; note: 0% = vehicle wells with enzyme and 100% = no enzyme wells
Numbers without * were called inactive.

For CC(=O)N1c2ccccc2N=C(c2ccc3c(c2)OCO3)C1C(=O)NCc1ccccc1 (configuration not stated) the results were CCHF vOTU inh 10.
CN(C(=O)CCn1nnc(-c2cccs2)n1)C1CCCCC1 was read as CCHF vOTU inh 0.
COC(=O)[C@]12C[C@H](CC(=O)NCc3ccc(C)o3)C(=O)N(Cc3ccc(Cl)cc3Cl)C1=C[C@H](C(C)C)O[C@@H]2C1CC1 was read as CCHF vOTU inh 17.
Screening COc1cccc(C(Nc2ccccc2)c2ccc3ccc(C)nc3c2O)c1 (configuration not stated) returned CCHF vOTU inh 26.
`Cc1ccc(-n2c(SCC(=O)c3ccc(F)cc3)nnc2-c2cnccn2)cc1` gave CCHF vOTU inh 4.
`C[C@@H](CO)N(CCc1cn(Cc2ccccc2)nn1)S(=O)(=O)c1ccccc1Br` gave CCHF vOTU inh -5.
Screening COC1=CC(=O)OC(c2ccccc2)C1 (configuration not stated) returned CCHF vOTU inh -1.
Cc1cccc(-c2cccc3c4c([nH]c23)[C@@H]2C[C@H](N(C)C(=O)c3ccccc3C)[C@H]([C@H](C)O)CN2CC4)c1 was read as CCHF vOTU inh -4.
O=C(NCc1ccccc1)OCCN1C(=O)CCC12CCC(c1ccc(Cl)cc1)CC2 (configuration not stated) was read as CCHF vOTU inh 6.
CS(=O)(=O)N[C@@H]1C[C@@H]2O[C@@H](CO)CC[C@@H]2O[C@@H]1CCc1ccc(-c2ccccc2F)cc1 was read as CCHF vOTU inh -6.
COc1ccnc(CS(=O)c2nc3ccc(OC(F)F)cc3[nH]2)c1OC (configuration not stated) was read as CCHF vOTU inh -13.
`O=C(CSc1nnc(-c2ccccn2)n1-c1ccccc1)c1ccc2c(c1)OCO2` gave CCHF vOTU inh 0.
Screening COC(=O)[C@]12C[C@H](CC(=O)N3CCN(C(=O)c4ccco4)CC3)C(=O)N(CCC3=CCCCC3)C1=C[C@H](COCc1ccccc1)O[C@@H]2C returned CCHF vOTU inh 6.
O=C(NCc1ccccc1)OC1CC2CC1[C@H]1CCCCN1C2 (some centres not stated) was read as CCHF vOTU inh 4.
Screening COC(=O)[C@]12CCCCC=C1N(CCc1ccc(OC)c(OC)c1)C(=O)[C@H](CC(=O)N1CCCC1)C2 returned CCHF vOTU inh -15.
For O=C(O)c1ccc(C=NNC(=O)c2cc(-c3ccc(Cl)cc3)n[nH]2)cc1 the results were CCHF vOTU inh 8.
Screening Cc1ccccc1Cn1cc(COC(=O)Nc2ccc(F)cc2)nn1 returned CCHF vOTU inh 1.
Screening O=C(NCc1ccccc1)[C@H]1CCCN1 returned CCHF vOTU inh 14.
CC(C)(C)c1ccc(-c2cn(C[C@H](Cc3ccccc3)n3c(=O)c4ccccc4n3Cc3ccno3)nn2)cc1 was read as CCHF vOTU inh 5.
For Cc1cc(N2CCN(C(=O)Oc3ccc(-c4ccccc4)cn3)CC2)c2ccccc2n1 the results were CCHF vOTU inh 15.
`C#CCN1CC(N(C)CCOC(=O)c2cc3ccccc3[nH]2)CS1(=O)=O` (configuration not stated) gave CCHF vOTU inh -1.
`FC(F)(F)c1ccccc1C(C#Cc1ccccc1)NCc1ccc2c(c1)OCO2` (configuration not stated) gave CCHF vOTU inh 8.
C#CCNC(=O)C[C@H]1C[C@@]2(C(=O)OC)C(=C[C@H](C3CCCC3)O[C@@H]2C)N(CCCCCCCC)C1=O was read as CCHF vOTU inh 39*.
O=C(NC1CCCCC1)C(c1ccnc2ccccc12)n1c(=O)c(-c2ccco2)nc2ccccc21 (configuration not stated) was read as CCHF vOTU inh 33*.
Screening O=C(N[C@H](C(=O)N1CCC[C@H]1C(=O)NC1CCCC1)C1CCCCC1)C1CC1 returned CCHF vOTU inh -3.
COC(=O)[C@@]12C[C@@H](CC(=O)NCc3cccc4ccccc34)C(=O)N(Cc3ccc4c(c3)OCO4)C1=CCC(C)(C)C2 was read as CCHF vOTU inh 14.
For COC(=O)[C@]12C[C@H](CC(=O)N3CCOCC3)C(=O)N(Cc3ccc(Cl)cc3Cl)C1=C[C@H](C1CCCC1)O[C@@H]2C the results were CCHF vOTU inh 20.
`C[C@@H]1CNCCN1c1ccc(N2CCN(Cc3ccccc3)[C@@H](C)C2)c(C#N)c1` gave CCHF vOTU inh -8.
For COC(=O)c1cc(C(C)c2c[nH]c3ccccc23)n2ccccc12 (configuration not stated) the results were CCHF vOTU inh -11.
For CCOC(=O)Cc1nc(N2CCN(CCN)CC2)c2c(C)c(C(=O)OCC)sc2n1 the results were CCHF vOTU inh -21.
Screening C=CCN1[C@H](C)COc2cc(F)ccc2S1(=O)=O returned CCHF vOTU inh 0.
For Cc1ccc(S(=O)(=O)N2CC3=C(c4ccccc4)CC4(C)C(=O)C(C)(C)CC4=C3C2)cc1 (configuration not stated) the results were CCHF vOTU inh -1.
For COC[C@H]1CCCN1c1ccc2c(c1)O[C@@H]1CCN(C1)S2(=O)=O the results were CCHF vOTU inh -3.
`c1ccc(COCc2ccccc2)cc1` gave CCHF vOTU inh -2.
C/C(C=NNC(=O)CSc1nnc(-c2ccc(Cl)cc2)n1-c1ccc(C)cc1)=C\c1ccccc1 was read as CCHF vOTU inh 2.
`CCn1c(Cc2cccs2)nnc1SCC(=O)c1ccc(Cl)cc1` gave CCHF vOTU inh 15.
`COC(=O)C1CN(Cc2ccc(OC)cc2)CCS(=O)(=O)N1Cc1ccc(C(F)(F)F)cc1` (configuration not stated) gave CCHF vOTU inh 8.
`Cc1cc(C(=O)Nc2ccc(Cl)c(Cl)c2)n(-c2ccccc2)n1` gave CCHF vOTU inh -5.
CC(=O)c1ccc(NC(=O)NC2CCCCN(Cc3ccc(Cl)cc3)C2=O)cc1 (configuration not stated) was read as CCHF vOTU inh 4.
`O=C(CSC1CCc2ccccc21)NNC(=O)Nc1ccc(Cl)cc1` (configuration not stated) gave CCHF vOTU inh -8.
`CCNC(=O)N(C)[C@H]1C[C@H]2c3[nH]c4c(-c5cccc(C)c5)cccc4c3CCN2C(=O)[C@H]1[C@H](C)O` gave CCHF vOTU inh -9.
COc1ccc(S[C@]2(C(=O)N3CCOCC3)CC(=O)N(C(=O)C3CC3)[C@@H]2c2ccc(OC)cc2)cc1 was read as CCHF vOTU inh -7.
For C=CCN(CC#Cc1ccc(C(F)(F)F)cc1)CC=C the results were CCHF vOTU inh 2.
For O=C(NCC1CCN(C(=O)C(=O)c2cccs2)CC1)c1ccc2c(c1)CCO2 the results were CCHF vOTU inh -2.
Screening COP(=O)(CC(=O)C(Cc1ccccc1)NC(=O)OC(C)(C)C)OC (configuration not stated) returned CCHF vOTU inh 2.
For COC(=O)C[C@@H]1CC[C@@H](NC(C)=O)[C@@H](CO)O1 the results were CCHF vOTU inh -12.
`Cc1cccc(C)c1[N+](=O)[O-]` gave CCHF vOTU inh 4.
`C[C@@H]1COc2cc(NCCO)ccc2S(=O)(=O)N1` gave CCHF vOTU inh -2.
CCCCNC(=O)OC1CCC12CCC(c1ccccc1)CC2 (configuration not stated) was read as CCHF vOTU inh 8.
For Cc1ccccc1CN1CCCCC(NC(=O)c2ccc(COc3ccccc3)cc2)C1=O (configuration not stated) the results were CCHF vOTU inh 7.
`COC(=O)C1=C(C)N(Cc2ccccc2C(F)(F)F)C(=NCc2ccc3c(c2)OCO3)NC1c1ccc(Cl)cc1` (configuration not stated) gave CCHF vOTU inh 4.
COC1=C[C@H](C(=O)NCc2ccccn2)[C@@]2(C)Cc3ccccc3[C@H]2CC1=O was read as CCHF vOTU inh 0.
Screening C=CCN=C1NC(c2cccc(Cl)c2)C(C(=O)OC)=C(C)N1Cc1cccc(C(F)(F)F)c1 (configuration not stated) returned CCHF vOTU inh 30*.
For Cn1cc(CCOCc2ccccc2)c2ccccc21 the results were CCHF vOTU inh 16.
For CCn1c2ccccc2c2cc(NC(=O)COC(=O)c3ccc(F)cc3F)ccc21 the results were CCHF vOTU inh 0.
`COC(=O)/C=C1\OCc2cc(OC)c(OCc3ccccc3)cc21` gave CCHF vOTU inh -7.
For Cc1cccc(Cl)c1NC(=O)N(C)c1ccccc1 the results were CCHF vOTU inh 12.
Screening COC(=O)[C@]12C[C@H](CC(=O)NCc3cccc(C(F)(F)F)c3)C(=O)N(CCC3=CCCCC3)C1=C[C@H](C1CCCC1)O[C@@H]2C returned CCHF vOTU inh 26.
For CCCN1CCCCC(NC(=O)c2ccc(C)cc2C)C1=O (configuration not stated) the results were CCHF vOTU inh -1.
`COc1ccc(CN2C(=O)[C@]3(NCCc4c3[nH]c3ccc(OC)cc43)c3cc(F)ccc32)cc1` gave CCHF vOTU inh 6.
Screening CCC(C)NS(=O)(=O)c1ccc2[nH]c(=O)oc2c1 (configuration not stated) returned CCHF vOTU inh 2.
`COc1nc(OC)nc(N2CCC(C(=O)NCc3cccc(OC)c3OC)CC2)n1` gave CCHF vOTU inh -1.
`N#CCS(=O)(=O)c1cccc[n+]1[O-]` gave CCHF vOTU inh -5.
CC(=O)Nc1ccc(C(CCCc2ccccc2)C2=CCCCC2)cc1 (configuration not stated) was read as CCHF vOTU inh 13.
Cc1cc2c(c(=O)o1)[C@@]1(C(=O)N(C)c3ccccc31)C1=C(CCCC1=O)O2 was read as CCHF vOTU inh -12.
`CCOC(=O)C1CSCCS(=O)(=O)N1Cc1ccc(Br)cc1` (configuration not stated) gave CCHF vOTU inh 3.
`CC(C)NC(=O)Cn1c(-c2cncs2)nc2ccccc21` gave CCHF vOTU inh 2.
`CCN=C1NC(c2ccccc2)C(C(=O)OC)=C(C)N1Cc1ccc(C(F)(F)F)cc1` (configuration not stated) gave CCHF vOTU inh 0.
CCCCOc1ccc(C(=O)n2ccc3ccc(-c4ccc5ccn(Cc6ccccc6)c5c4)cc32)cc1 was read as CCHF vOTU inh -4.
Screening COc1ccc(CN2C(=O)CN(S(C)(=O)=O)CC2(C)c2nnnn2C2CCCCC2)cc1 (configuration not stated) returned CCHF vOTU inh -4.
COC(=O)C1=CN(c2ccc(OC)cc2)C(N)=C(C#N)C1c1ccccc1F (configuration not stated) was read as CCHF vOTU inh 11.
`COC(=O)[C@]12C[C@H](CC(=O)NCc3cccs3)C(=O)N(CCC3=CCCCC3)C1=C[C@H](C(C)C)O[C@@H]2C1CC1` gave CCHF vOTU inh 13.
`C#CCNC(=O)C[C@@H]1C(=O)N2CCCC3=C2[C@@]1(C(=O)OCC)CCC3` gave CCHF vOTU inh 7.
`O=C(OCc1cn(Cc2ccc(Cl)cc2)nn1)N1CCOCC1` gave CCHF vOTU inh -3.
`CC1(C(=O)NCc2ccccc2)CSCC(=O)N1CC(F)(F)F` (configuration not stated) gave CCHF vOTU inh -4.
For COc1cc(CN2CCN(c3ncc(Cc4ccccc4)cn3)CC2)cc(OC)c1 the results were CCHF vOTU inh 10.
O=C(NS(=O)(=O)c1cccc(F)c1)[C@H]1O[C@@H](n2ccc(=O)[nH]c2=O)[C@H](O)[C@@H]1O was read as CCHF vOTU inh -6.
`CN1[C@H](Cc2ccccc2)COc2cccc(N3CCCC3)c2S1(=O)=O` gave CCHF vOTU inh 4.
For COC(=O)c1cc(-c2cc(F)cc(OC)c2)c(=O)n2c1CCC2 the results were CCHF vOTU inh -2.
CCCC[C@H]1C2CC(OC(=O)Nc3ccc(C)cc3)C(C2)[C@H]2CCCCN21 (some centres not stated) was read as CCHF vOTU inh 12.
`O=C(Nc1ccc(F)cc1)OCc1cn(Cc2ccccc2F)nn1` gave CCHF vOTU inh -4.
S=c1[nH]nc(-c2cc(-c3ccccc3)n[nH]2)n1N=Cc1c[nH]c2ccccc12 was read as CCHF vOTU inh -1.
CCOC(=O)[C@]12CCCCC/C=C\1N(CCc1ccc(Cl)cc1)C(=O)[C@H]2CC(=O)N1CCSCC1 was read as CCHF vOTU inh 2.
COc1ccc(CCC[C@@H](CCC(=O)N(c2ccccc2)c2ccccc2)CCc2ccccc2)cc1 was read as CCHF vOTU inh 5.
For Nc1[nH]c(C(=O)c2ccc(Br)cc2)c(-c2ccccc2Br)c1C(=O)NCCc1c[nH]c2ccccc12 the results were CCHF vOTU inh -3.

Gathered by group, the entries above with an NH in an aromatic ring.
Cc1cccc(-c2cccc3c4c([nH]c23)[C@@H]2C[C@H](N(C)C(=O)c3ccccc3C)[C@H]([C@H](C)O)CN2CC4)c1 was read as CCHF vOTU inh -4.
COc1ccnc(CS(=O)c2nc3ccc(OC(F)F)cc3[nH]2)c1OC (configuration not stated) was read as CCHF vOTU inh -13.
For O=C(O)c1ccc(C=NNC(=O)c2cc(-c3ccc(Cl)cc3)n[nH]2)cc1 the results were CCHF vOTU inh 8.
`C#CCN1CC(N(C)CCOC(=O)c2cc3ccccc3[nH]2)CS1(=O)=O` (configuration not stated) gave CCHF vOTU inh -1.
For COC(=O)c1cc(C(C)c2c[nH]c3ccccc23)n2ccccc12 (configuration not stated) the results were CCHF vOTU inh -11.
`CCNC(=O)N(C)[C@H]1C[C@H]2c3[nH]c4c(-c5cccc(C)c5)cccc4c3CCN2C(=O)[C@H]1[C@H](C)O` gave CCHF vOTU inh -9.
`COc1ccc(CN2C(=O)[C@]3(NCCc4c3[nH]c3ccc(OC)cc43)c3cc(F)ccc32)cc1` gave CCHF vOTU inh 6.
Screening CCC(C)NS(=O)(=O)c1ccc2[nH]c(=O)oc2c1 (configuration not stated) returned CCHF vOTU inh 2.
O=C(NS(=O)(=O)c1cccc(F)c1)[C@H]1O[C@@H](n2ccc(=O)[nH]c2=O)[C@H](O)[C@@H]1O was read as CCHF vOTU inh -6.
S=c1[nH]nc(-c2cc(-c3ccccc3)n[nH]2)n1N=Cc1c[nH]c2ccccc12 was read as CCHF vOTU inh -1.
For Nc1[nH]c(C(=O)c2ccc(Br)cc2)c(-c2ccccc2Br)c1C(=O)NCCc1c[nH]c2ccccc12 the results were CCHF vOTU inh -3.

Arranged by molecular weight (highest first): 3 of the compounds above
COc1ccc(S[C@]2(C(=O)N3CCOCC3)CC(=O)N(C(=O)C3CC3)[C@@H]2c2ccc(OC)cc2)cc1 was read as CCHF vOTU inh -7.
For COC[C@H]1CCCN1c1ccc2c(c1)O[C@@H]1CCN(C1)S2(=O)=O the results were CCHF vOTU inh -3.
`Cc1cccc(C)c1[N+](=O)[O-]` gave CCHF vOTU inh 4.

This is a subset (hit frequency here may not be typical).
